iPSC survival up – increases survival of single human iPS cells. hiPSC single-cell survival, ATPlite luminescence; 100% = ROCK inhibitor wells, 0% = DMSO. survival enhancement, % at 20 µM. 0.044% of 360,000 active. AID 602274; in the data active means survival enhancement above about 18%;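 further: cells exposed to compounds for 16 hours before the ATP read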
PDI turbidity – blocks human protein disulfide isomerase activity; inhibition, % at 10 µM; PDI insulin aggregation turbidity, A650, 90 min; P07237; AID 588391; 0.052% of 350,000 active;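 active means mean inhibition across replicates of 30% or more, whatever share of single replicates reach that level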;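 further: absorbance from insulin aggregation driven by PDI reduction with DTT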
Target sequence (P07237 whole entry, looked up): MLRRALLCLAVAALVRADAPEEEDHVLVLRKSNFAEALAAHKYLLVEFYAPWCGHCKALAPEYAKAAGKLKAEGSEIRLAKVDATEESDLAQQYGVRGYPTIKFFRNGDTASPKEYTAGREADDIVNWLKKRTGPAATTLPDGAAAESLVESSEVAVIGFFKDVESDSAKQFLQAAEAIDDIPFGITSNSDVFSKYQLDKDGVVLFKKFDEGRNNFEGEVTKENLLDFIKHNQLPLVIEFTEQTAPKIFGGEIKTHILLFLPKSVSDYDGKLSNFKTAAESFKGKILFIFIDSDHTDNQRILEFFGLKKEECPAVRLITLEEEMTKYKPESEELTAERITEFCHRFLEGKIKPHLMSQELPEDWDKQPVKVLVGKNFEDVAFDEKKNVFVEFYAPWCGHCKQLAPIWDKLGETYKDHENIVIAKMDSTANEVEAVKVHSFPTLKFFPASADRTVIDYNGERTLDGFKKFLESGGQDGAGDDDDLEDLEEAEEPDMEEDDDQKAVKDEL
NR2E3 ag-1 – NR2E3 (human) agonism. Q9Y5X4. GST-NR2E3/biotin-RetCOR TR-FRET, 1536-well. inhibition of corepressor binding, % at 4.78 µM. 0.12% of 320,000 active. AID 2300;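 active means percent inhibition above the cutoff of mean plus 3 SD of all tested compounds, set per screening campaign, cut at about 20% in these data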;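 further: 0% = DMSO wells and 100% = biotin wells as full block of FRET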
Target sequence (Q9Y5X4 whole entry, looked up): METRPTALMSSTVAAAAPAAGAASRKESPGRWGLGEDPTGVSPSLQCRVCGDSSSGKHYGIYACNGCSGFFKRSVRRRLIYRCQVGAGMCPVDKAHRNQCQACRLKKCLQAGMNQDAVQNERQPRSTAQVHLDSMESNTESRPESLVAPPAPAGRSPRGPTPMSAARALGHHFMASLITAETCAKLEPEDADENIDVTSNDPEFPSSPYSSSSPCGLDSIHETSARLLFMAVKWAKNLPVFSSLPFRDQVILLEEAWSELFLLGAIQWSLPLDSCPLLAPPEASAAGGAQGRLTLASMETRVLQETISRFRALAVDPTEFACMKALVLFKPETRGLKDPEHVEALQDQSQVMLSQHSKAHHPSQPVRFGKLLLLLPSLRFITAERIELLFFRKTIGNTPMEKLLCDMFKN
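system = GST-tagged NR2E3 plus biotinylated RetCOR corepressor | input = 1.35 nM GST-NR2E3 | also added = 7 nM biotin-RetCOR | schedule = 5 h incubation at 4 °C | measured by = TR-FRET with europium anti-GST and streptavidin-D2, 340 nm excitation | read-out = percent loss of FRET ratio relative to control wells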
Vif imaging – HIV Vif inhibition; inhibition, % at 7.49 µM; AID 602346; HEK293T cells, Vif self-association by quenched fluorescence, imaging, 24 h; 0.35% of 340,000 active; in the data active means inhibition above about 50%, passing the limit was not always enough; further: some results filed as inactive read as strong as hits
aDG glyco act – alpha-DG glycosylation activation; Pro5-aDG cells, alpha-DG glycosylation AlphaScreen (IIH6); 0% Pro5, 100% B10-LARGE cell signal; activation, % at 10 µM; 0.22% of 360,000 active;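 active means activation of at least 8% versus controls, or a plate z-score of at least 8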;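 further: Pro5 are CHO cells carrying HIG-tagged alpha-DG that lacks glycosylation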
CaV13 FRET inh – Primary screen for inhibitors of IQ motif and Ca2+-dependent inactivation inhibitor domain binding in CACNA1D, Förster resonance energy transfer in living cells, … | HEK cells, CFP/YFP FRET ICDI-IQ, plate reader, 10 min; percent FRET-ratio fall versus neutral wells | 0.098% of 340,000 active | inhibition, % at 12.3 µM | AID 743397;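 active means mean replicate inhibition of at least 30% and at least 1% of replicates passing that level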;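 further: 0% = median of the neutral control wells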
NR2E3 ag-2 – agonists of human NR2E3 nuclear receptor; AID 602229; CHO-S Gal4-NCOR/VP16-NR2E3 two-hybrid, luciferase; inhibition of corepressor binding, % at 3.98 µM; 0.35% of 360,000 active;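 active means inhibition above the mean of all tested compounds plus 3 SD, cut at about 70% in these data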;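 further: 0% = DMSO with NR2E3 transfected cells and 100% = cells lacking NR2E3 construct; higher means lower luciferase signal from less NR2E3 corepressor binding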
HIF-2a inh – HIF-2a inhibition. 0.72% of 360,000 active. 786-0 RCC cells HIF-2a reporter, luciferase luminescence, overnight. inhibition, % at 18.8 µM;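 active means inhibition of the luminescence signal of 40% or more relative to plate controls, in a single-dose primary screen at 18.75 µM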
Peg3 promoter – reduces Peg3 promoter-driven luciferase expression in HeLa. AID 588405. HeLa PEG-Prom luciferase reporter, luminescence, overnight. inhibition, % at 20 µM. 1.7% of 360,000 active;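 active means inhibition of at least 50% at 20 µM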
TRPM1 prom inh – inhibitors of MITF-driven TRPM1 promoter in melanoma cells. SK-MEL-5 TRPM1 promoter luciferase, 24 h. inhibition, % at 12.5 µM. 0.83% of 330,000 active. AID 488899;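 active means mean inhibition across replicates of 60% or more, whatever share of single replicates reaches that level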; further: values of inactives mirror those of a sister screen read the other way
Exocytosis inh – lytic granule exocytosis inhibition | TALL-104 LAMP-1 surface exposure, flow cytometry; cells stimulated with thapsigargin and PMA | inhibition, % at 10 µM | 0.66% of 360,000 active | AID 651702;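 active means inhibition above about 55%, limit read from the data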
The depositor's hits bear a star; · = no result given. Compounds as they come; any-hit rate near 3.5%.

SMILES	iPSC survival up	PDI turbidity	NR2E3 ag-1	Vif imaging	aDG glyco act	CaV13 FRET inh	NR2E3 ag-2	HIF-2a inh	Peg3 promoter	TRPM1 prom inh	Exocytosis inh
Cn1c(=O)c2c(ncn2CC(=O)OCC(=O)c2ccc(F)c(F)c2)n(C)c1=O	-0.3	-4	3	·	-0.2	-3	5	6	7	0	-2
CCC(=O)NS(=O)(=O)c1cccnc1Nc1ccc(Cl)cc1	4.3	2	1	3	0.0	·	-2	11	2	2	-6
O=S(=O)(NCc1ccc2c(c1)OCO2)c1cnc[nH]1	-0.3	·	1	7	0.1	-7	-36	2	-10	·	-13
CCCn1cc(CN2CCC(Oc3ccc(C(=O)N4CCCC4)cc3)CC2)c(C)n1	0.4	1	0	-1	0.4	-7	-23	1	-1	-15	-1
COc1ccc(S(=O)(=O)N(C)C)cc1NC(=O)Cc1cccs1	-0.1	-3	-3	2	-0.4	10	-15	17	6	10	-5
CC(C)c1onc(C(=O)Nc2ccc3c(c2)OCO3)c1[N+](=O)[O-]	-0.4	1	-1	-2	0.0	·	-75	-132	-97	-17	-2
C[C@@H](CN1CCC[C@H]1CN1C(N)=NC[C@@H]1Cc1ccccc1)N1C[C@@H](Cc2ccccc2)N(CCc2ccc(Cl)c(Cl)c2)C1=N	-1.4	19	·	-3	-0.5	·	11	7	-9	-3	-2
CCN(CC)C(=O)C1CCCN(C(=O)c2cc(COc3ccc4ncccc4c3)on2)C1 (stereo not given)	-0.4	-2	0	-4	1.2	-7	37	20	19	21	-2
COc1cc2c(cc1OC)C(c1ccc(-c3ccc(Cl)c(Cl)c3)o1)=NCC2	-4.6	-1	0	-43	1.8	-10	22	2	85*	38	94*
COC(=O)c1nn(C23CC4CC(CC(C4)C2)C3)c2c1C(=O)N(c1ccc(Br)cc1)C2=O	2.2	11	3	19	0.0	-5	11	20	-5	0	-4
Cc1cccc(/C=C/c2onc(C)c2S(=O)(=O)N2CCC(C(=O)N3CCCCC3)CC2)c1	-0.6	14	2	15	-0.6	·	-13	11	12	2	3
Cc1ccc(-n2[nH]c(C)c(/C=N/Nc3ccc([N+](=O)[O-])cc3[N+](=O)[O-])c2=O)cc1	-0.7	2	-1	-4	-0.2	-5	-13	24	35	26	2
O=S(=O)(Nc1cccc(-c2nc3cccnc3s2)c1)c1ccc2c(c1)CCCC2	1.8	·	0	-1	-0.2	-7	14	-10	7	·	3
COCCN1Cc2cccc(C(=O)NCC3CCN(CC(C)C)C3)c2C1=O (stereo not given)	0.5	-5	-2	-3	0.0	-7	6	4	-5	5	-2
C=CCNc1nc(C(=O)OCC(=O)NCc2cccc(Cl)c2)cs1	2.7	-19	5	27	0.0	-17	7	19	18	2	-3
CC(=O)Nc1ccc(S(=O)(=O)Nc2nnc(C)s2)cc1	-1.1	-2	·	·	-0.5	-7	-18	8	8	·	9
CCn1c(=O)n(CC)c2cc(NS(=O)(=O)c3ccccc3)ccc21	0.1	7	-2	-2	0.0	-6	-4	4	24	-8	-2
COc1ccccc1S(=O)(=O)Cc1ccc(C(=O)NC2CCCCCC2)o1	-0.5	-1	2	10	-0.1	-2	9	0	15	-4	1
CC(C)CCNC(=O)COc1cccc2c1OC(C)(C)C2	0.4	3	1	-4	0.0	-7	5	10	8	-6	-1
COc1cc2c(cc1OC)C(Nn1cnnc1)=NC1(CCCC1)C2	-0.2	-6	-4	6	0.1	-5	-23	7	-3	-1	0
COC(=O)Cn1c(O)c(N=NC(=O)OC)c2ccccc21	-0.4	-10	0	-6	-0.2	-4	-14	11	1	6	4
CCOc1ccc(Cl)cc1S(=O)(=O)n1cnc2cc(C)c(C)cc21	-1.1	5	1	9	0.1	·	-19	4	23	-8	50
COCCNc1cnn(-c2ccccc2)c(=O)c1Cl	-0.2	1	6	0	-0.1	-4	-7	-43	-15	-19	-2
O=S(=O)(CC(CN1CCCCC1)N1CCCCC1)c1ccc2ccccc2c1 (stereo not given)	-2.8	3	·	0	-0.1	-6	5	62*	109*	75*	68*
O=C(CSc1nc2ccccc2c(=O)n1-c1ccccc1)N/N=C/C=C/c1ccccc1[N+](=O)[O-]	0.1	0	0	-8	0.0	4	-33	14	23	-1	0
Cc1c(C(=O)O)nn(-c2ccccc2)c(=O)c1C#N	-2.6	·	-2	1	-0.3	-3	-14	11	9	-8	3
CSCC[C@H](NC(=O)OC(C)(C)C)c1nnc(SCC(=O)Nc2c(C)cccc2C)o1	0.0	-3	-2	30	0.0	-6	5	10	7	-2	2
CCN(CC)CCNc1nc(-c2ccccc2)c2c(c1C#N)CC(C)(C)OC2	-1.5	1	4	1	-0.1	·	-9	23	0	-3	-1
CSc1nnc2ccc(-c3cccs3)nn12	-0.6	6	1	-4	-0.1	1	-35	-51	-42	-9	-1
CN1C(=O)/C(=C2\SC(=S)N(C(CCC(=O)O)C(=O)O)C2=O)c2ccccc21 (stereo not given)	2.5	-9	-3	5	-0.1	-4	23	28	17	6	4
Cc1ccc(NC(=O)C2CCCN(S(=O)(=O)c3ccc4[nH]c(=O)ccc4c3)C2)c(C)c1 (stereo not given)	0.7	·	6	0	-0.2	-2	-2	14	19	16	0
CCN(C[C@H]1N[C@@](CC)(C(=O)OC)[C@H]2C(=O)N(C)C(=O)[C@@H]12)S(=O)(=O)c1ccc(-c2ccccc2)cc1	-1.4	10	·	-13	-0.2	-3	-29	6	0	0	3
CC(C)(C)NC(=O)C1N(c2cccnc2)C(=O)C2C(C(=O)Nc3ccccc3F)C3(C)C=CC21O3 (stereo not given)	0.9	-8	0	15	-0.2	-8	-8	18	8	-1	0
Cc1ccc(C(=O)N2CCCC(C(=O)c3cc(F)ccc3F)C2)s1 (stereo not given)	0.5	13	2	-3	0.1	-14	-7	10	4	-3	0
O=C(CSc1nc2ccccc2c(=O)n1-c1ccccc1)N1CCN(CCO)CC1	-0.9	-9	-2	12	-0.3	-9	3	12	1	7	-1
COc1ccc(Cn2nnnc2C(c2cc3cccc(C)c3[nH]c2=O)N2CCN(C)CC2)cc1 (stereo not given)	-0.3	-7	0	-7	-0.2	-1	-20	41*	12	-11	2
CC1=NN(C(N)=S)C(=O)C1N=Nc1ccc(F)cc1 (stereo not given)	-0.7	1	·	1	-0.1	-2	-11	-286	-202	-57	-1
O=C(OCc1nnc(-c2ccccc2)o1)c1cc2ccccc2cc1O	0.4	1	-2	-5	-0.2	-4	-78	-46	-27	-2	4
Cc1cc(NC(=O)c2ccc(-c3ccc(F)c(Cl)c3)o2)no1	2.0	9	3	-2	-0.3	3	-14	-42	-40	-13	-4
COc1cc(NS(=O)(=O)c2ccc(Nc3nc(-c4ccccn4)cs3)cc2)nc(OC)n1	-1.6	-3	6	-2	-0.2	-5	-6	20	10	-4	-5
C=CCN1/C(=C(\C#N)C2=NS(=O)(=O)c3ccccc32)N(C)c2ccccc21	-1.2	6	3	13	0.3	-8	1	11	11	14	0

Rewritten with bars between the fields: part of the list above
SMILES | iPSC survival up | PDI turbidity | NR2E3 ag-1 | Vif imaging | aDG glyco act | CaV13 FRET inh | NR2E3 ag-2 | HIF-2a inh | Peg3 promoter | TRPM1 prom inh | Exocytosis inh
CN1C(=O)/C(=C2\SC(=S)N(C(CCC(=O)O)C(=O)O)C2=O)c2ccccc21 (stereo not given) | 2.5 | -9 | -3 | 5 | -0.1 | -4 | 23 | 28 | 17 | 6 | 4
Cc1ccc(NC(=O)C2CCCN(S(=O)(=O)c3ccc4[nH]c(=O)ccc4c3)C2)c(C)c1 (stereo not given) | 0.7 | · | 6 | 0 | -0.2 | -2 | -2 | 14 | 19 | 16 | 0
CCN(C[C@H]1N[C@@](CC)(C(=O)OC)[C@H]2C(=O)N(C)C(=O)[C@@H]12)S(=O)(=O)c1ccc(-c2ccccc2)cc1 | -1.4 | 10 | · | -13 | -0.2 | -3 | -29 | 6 | 0 | 0 | 3
CC(C)(C)NC(=O)C1N(c2cccnc2)C(=O)C2C(C(=O)Nc3ccccc3F)C3(C)C=CC21O3 (stereo not given) | 0.9 | -8 | 0 | 15 | -0.2 | -8 | -8 | 18 | 8 | -1 | 0
Cc1ccc(C(=O)N2CCCC(C(=O)c3cc(F)ccc3F)C2)s1 (stereo not given) | 0.5 | 13 | 2 | -3 | 0.1 | -14 | -7 | 10 | 4 | -3 | 0
O=C(CSc1nc2ccccc2c(=O)n1-c1ccccc1)N1CCN(CCO)CC1 | -0.9 | -9 | -2 | 12 | -0.3 | -9 | 3 | 12 | 1 | 7 | -1
COc1ccc(Cn2nnnc2C(c2cc3cccc(C)c3[nH]c2=O)N2CCN(C)CC2)cc1 (stereo not given) | -0.3 | -7 | 0 | -7 | -0.2 | -1 | -20 | 41* | 12 | -11 | 2
CC1=NN(C(N)=S)C(=O)C1N=Nc1ccc(F)cc1 (stereo not given) | -0.7 | 1 | · | 1 | -0.1 | -2 | -11 | -286 | -202 | -57 | -1
O=C(OCc1nnc(-c2ccccc2)o1)c1cc2ccccc2cc1O | 0.4 | 1 | -2 | -5 | -0.2 | -4 | -78 | -46 | -27 | -2 | 4
Cc1cc(NC(=O)c2ccc(-c3ccc(F)c(Cl)c3)o2)no1 | 2.0 | 9 | 3 | -2 | -0.3 | 3 | -14 | -42 | -40 | -13 | -4
COc1cc(NS(=O)(=O)c2ccc(Nc3nc(-c4ccccn4)cs3)cc2)nc(OC)n1 | -1.6 | -3 | 6 | -2 | -0.2 | -5 | -6 | 20 | 10 | -4 | -5
C=CCN1/C(=C(\C#N)C2=NS(=O)(=O)c3ccccc32)N(C)c2ccccc21 | -1.2 | 6 | 3 | 13 | 0.3 | -8 | 1 | 11 | 11 | 14 | 0

No new results follow: an excerpt of the list.
SMILES	iPSC survival up	PDI turbidity	NR2E3 ag-1	Vif imaging	aDG glyco act	CaV13 FRET inh	NR2E3 ag-2	HIF-2a inh	Peg3 promoter	TRPM1 prom inh	Exocytosis inh
CC1=NN(C(N)=S)C(=O)C1N=Nc1ccc(F)cc1 (stereo not given)	-0.7	1	·	1	-0.1	-2	-11	-286	-202	-57	-1
O=C(OCc1nnc(-c2ccccc2)o1)c1cc2ccccc2cc1O	0.4	1	-2	-5	-0.2	-4	-78	-46	-27	-2	4

Assay outcomes (PubChem)
